# Screening results (PubChem)
# Fam108B inh: counter-screen for RBBP9 inhibitors: inhibitors of mouse Fam108B. recombinant Fam108B, FP-Rh probe fluorescence polarization. inhibition, % at 9.51 µM. 300,000 compounds, 0.33% hits;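 active means inhibition above the screen mean inhibition plus 3 SD, computed separately per campaign, cut at about 18% in these data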;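 further: inhibitors lower polarization as less probe binds the enzyme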
# pPAFAH inh: pPAFAH (human) enzyme inhibition; inhibition, % at 3.39 µM; recombinant pPAFAH, FP-rhodamine probe fluorescence polarization; 330,000 compounds, 1.5% hits;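 active means inhibition above the mean inhibition across the screen plus 3 SD, cut at about 25% in these data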;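 further: inhibitors block binding of the rhodamine activity-based probe so polarization drops; 0% = enzyme with DMSO and 100% = wells lacking pPAFAH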
# MEX-5 binding: C. elegans MEX-5 TCR-2 RNA binding activity | MEX-5/FITC-TCR2 RNA binding, fluorescence polarization; active compounds read low | 300,000 compounds, 0.38% hits | activity score (negative = inhibition of binding), % at 10 µM | Q9XUB2;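 active means inhibition past about -25% in most replicates, and total fluorescence under double the plate's negative control median, limit read from the data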;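 further: 0% = DMSO and -100% = 5 µM competing unlabeled TCR2 RNA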
# GLD-1 TGE inh: GLD-1-TGE RNA interaction inhibition (C. elegans). 320,000 compounds, 0.44% hits. inhibition, % at 5.96 µM. Q17339. AID 2280. purified GLD-1 + fluorescein TGE RNA, fluorescence polarization;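 active means percent inhibition above a per-plate cutoff, the plate mean of test compounds plus 3 SD, cut at about 30% in these data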;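 further: 0% = DMSO wells with GLD-1 and probe and 100% = wells lacking GLD-1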
# Target sequence (Q17339 whole entry, looked up): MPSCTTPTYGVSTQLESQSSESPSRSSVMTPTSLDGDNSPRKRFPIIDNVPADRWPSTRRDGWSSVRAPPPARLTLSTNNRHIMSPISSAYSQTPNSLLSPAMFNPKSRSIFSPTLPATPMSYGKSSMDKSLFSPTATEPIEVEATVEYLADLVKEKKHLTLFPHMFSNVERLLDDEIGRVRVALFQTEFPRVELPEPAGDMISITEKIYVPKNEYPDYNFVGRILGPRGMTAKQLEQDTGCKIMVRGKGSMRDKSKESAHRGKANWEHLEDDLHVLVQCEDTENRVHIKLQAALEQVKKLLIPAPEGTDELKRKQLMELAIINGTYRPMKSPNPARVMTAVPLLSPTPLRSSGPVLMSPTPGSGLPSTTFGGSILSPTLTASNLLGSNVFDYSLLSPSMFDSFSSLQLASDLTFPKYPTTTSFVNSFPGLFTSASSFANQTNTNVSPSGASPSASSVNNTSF
# MCL1-BIM inh: MCL1-BIM-BH3 interaction inhibition (human); inhibition, % at 10.9 µM; 320,000 compounds, 0.68% hits; GST-MCL1 / FITC-Bim-BH3 fluorescence polarization; Q07820;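 active means inhibition above the mean inhibition of all tested compounds plus 3 SD, set per campaign, cut at about 40% in these data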;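 further: 0% = DMSO wells and 100% = unlabeled Bim-BH3 peptide control; higher means more loss of mP so more displacement of Bim peptide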
# Bcl-xL primary: blocks human Bcl-xL binding to Bim BH3 peptide | AID 2129 | GST-Bcl-xL / FITC-Bim BH3 peptide fluorescence polarization | inhibition, % at 10.9 µM | 320,000 compounds, 0.7% hits | Q07817;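 active means inhibition above the mean of all tested compounds plus 3 SD, cutoff set per campaign, cut at about 30% in these data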;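 further: 0% = DMSO wells and 100% = unlabeled Bim-BH3 peptide competitor; inhibitors lower millipolarization by displacing the labeled peptide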
# Target sequence (Q07817 whole entry, looked up): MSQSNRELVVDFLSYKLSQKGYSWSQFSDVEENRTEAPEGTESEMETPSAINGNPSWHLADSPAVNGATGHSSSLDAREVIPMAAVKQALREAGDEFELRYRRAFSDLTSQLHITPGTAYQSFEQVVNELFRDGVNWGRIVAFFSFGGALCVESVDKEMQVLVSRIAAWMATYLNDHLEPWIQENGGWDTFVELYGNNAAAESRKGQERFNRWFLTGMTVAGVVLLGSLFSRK
# PAFAH1B2 inh: blocks human PAF acetylhydrolase 1b catalytic subunit 2; P68402; recombinant PAFAH1B2, FP-rhodamine activity probe, fluorescence polarization; inhibition, % at 3.39 µM; 340,000 compounds, 1.2% hits; AID 492953;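 active means inhibition above the mean of all tested compounds plus 3 SD, cut at about 24% in these data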;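 further: 0% = enzyme with DMSO and 100% = wells lacking PAFAH1B2; many of its hits are not listed in these tables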
# Target sequence (P68402 whole entry, looked up): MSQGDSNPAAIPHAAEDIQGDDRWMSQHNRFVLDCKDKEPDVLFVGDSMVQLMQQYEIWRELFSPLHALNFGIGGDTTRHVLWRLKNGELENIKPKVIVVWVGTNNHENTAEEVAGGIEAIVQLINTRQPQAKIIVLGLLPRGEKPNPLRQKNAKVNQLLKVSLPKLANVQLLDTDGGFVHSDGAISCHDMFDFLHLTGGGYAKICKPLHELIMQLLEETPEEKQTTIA
# AHR activator: activates the human aryl hydrocarbon receptor; P35869; AHR-responsive luciferase reporter cells, luminescence; activation, % at 5 µM; 320,000 compounds, 2.5% hits; in the data active means activation above about 47%;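 further: 0% = vehicle wells and 100% = reference agonist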
# PME-1 inh: PME-1 (human) inhibition. inhibition, % at 5.9 µM. 320,000 compounds, 0.53% hits. recombinant PME-1, FP-Rh probe fluorescence polarization;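 active means inhibition above the campaign mean of all compounds plus 3 SD, cut at about 26% in these data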;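 further: competitive labeling of PME-1 active site by serine hydrolase directed probe; 0% = PME-1 with DMSO and 100% = wells lacking PME-1 enzyme; inhibitors block probe labeling so polarization falls and inhibition rises; many of its hits are not listed in these tables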
# Active calls of the source: *; nt = not tested or not shown. An excerpt; the hit share may differ from the screen's.
SMILES,Fam108B inh,pPAFAH inh,MEX-5 binding,GLD-1 TGE inh,MCL1-BIM inh,Bcl-xL primary,PAFAH1B2 inh,AHR activator,PME-1 inh
CN1C(=O)[C@@H]2[C@@H]3C[C@@H]([C@H]4ON=C(c5ccc(Cl)cc5)[C@@H]34)[C@@H]2C1=O,4,-4,2.1,3,-4,3,-7,-1,-4
O=C(NCCCN1CCN(c2ccccc2F)CC1)C1CCN(S(=O)(=O)N2CCOCC2)CC1,2,-3,-1.4,4,5,5,0,31,0
COc1ccccc1N1CCN(c2ccc3ccccc3n2)CC1,2,7,0.0,0,-1,-2,3,-5,2
COc1ccc(CCNC(=O)C2CC(=O)N(C3CCCCC3)C2)cc1OC (stereo unspecified),3,-3,1.0,-2,3,1,2,2,2
Cc1cccc(C(=O)OCN2C(=O)c3ccccc3C2=O)c1[N+](=O)[O-],0,2,0.7,-3,9,3,3,2,1
Cc1ccc(NC(=O)C(OC(=O)c2ccc(NC(N)=O)cc2)c2ccccc2)cc1Cl (stereo unspecified),-9,-10,-0.6,4,-12,-2,-3,5,-25
CCOC(=O)c1c(OCC)[nH]c2ccc(O)cc12,0,-1,1.3,-9,-1,3,0,5,0
COCCN(Cc1cc2cc3c(cc2nc1Cl)OCO3)C(=O)Nc1ccc(F)cc1,-4,-1,1.5,7,9,7,2,4,1
COc1ccc(OCC(=O)NNC(=O)c2ccccc2OCc2c(C)noc2C)cc1,0,0,-4.6,-3,3,5,-2,-2,-3
Cc1cc(=O)[nH]c(SCC(=O)N2CCCc3ccccc32)n1,2,6,0.9,1,-2,3,7,2,0
O=c1cc(-c2ccc([N+](=O)[O-])cc2)c2cc3c(cc2[nH]1)OCCO3,1,1,0.5,9,-6,1,4,1,8
CCOC(=O)Cc1csc(NC(=O)C(NC(=O)C2CCCCC2)C(C)C)n1 (stereo unspecified),2,2,2.3,10,-2,-3,6,-1,1
CCc1nnc(NC(=O)CCC(=O)N2CCC(Cc3ccccc3)CC2)s1,-5,10,0.6,2,-6,0,3,1,-5
O=C(Cc1ccccc1[N+](=O)[O-])Nc1nccs1,-1,11,-1.3,2,-5,2,1,14,2
O=S(=O)(NCCn1cccc1)c1ccc2ccccc2c1,1,-1,0.1,-2,-9,0,4,2,5

# An excerpt from above in order of SMILES length, low to high.
SMILES,Fam108B inh,pPAFAH inh,MEX-5 binding,GLD-1 TGE inh,MCL1-BIM inh,Bcl-xL primary,PAFAH1B2 inh,AHR activator,PME-1 inh
CCOC(=O)c1c(OCC)[nH]c2ccc(O)cc12,0,-1,1.3,-9,-1,3,0,5,0
O=S(=O)(NCCn1cccc1)c1ccc2ccccc2c1,1,-1,0.1,-2,-9,0,4,2,5
COc1ccccc1N1CCN(c2ccc3ccccc3n2)CC1,2,7,0.0,0,-1,-2,3,-5,2
Cc1cc(=O)[nH]c(SCC(=O)N2CCCc3ccccc32)n1,2,6,0.9,1,-2,3,7,2,0
CCc1nnc(NC(=O)CCC(=O)N2CCC(Cc3ccccc3)CC2)s1,-5,10,0.6,2,-6,0,3,1,-5
CCOC(=O)Cc1csc(NC(=O)C(NC(=O)C2CCCCC2)C(C)C)n1 (stereo unspecified),2,2,2.3,10,-2,-3,6,-1,1
COc1ccc(OCC(=O)NNC(=O)c2ccccc2OCc2c(C)noc2C)cc1,0,0,-4.6,-3,3,5,-2,-2,-3
COCCN(Cc1cc2cc3c(cc2nc1Cl)OCO3)C(=O)Nc1ccc(F)cc1,-4,-1,1.5,7,9,7,2,4,1
Cc1cccc(C(=O)OCN2C(=O)c3ccccc3C2=O)c1[N+](=O)[O-],0,2,0.7,-3,9,3,3,2,1
O=c1cc(-c2ccc([N+](=O)[O-])cc2)c2cc3c(cc2[nH]1)OCCO3,1,1,0.5,9,-6,1,4,1,8
Cc1ccc(NC(=O)C(OC(=O)c2ccc(NC(N)=O)cc2)c2ccccc2)cc1Cl (stereo unspecified),-9,-10,-0.6,4,-12,-2,-3,5,-25
O=C(NCCCN1CCN(c2ccccc2F)CC1)C1CCN(S(=O)(=O)N2CCOCC2)CC1,2,-3,-1.4,4,5,5,0,31,0
CN1C(=O)[C@@H]2[C@@H]3C[C@@H]([C@H]4ON=C(c5ccc(Cl)cc5)[C@@H]34)[C@@H]2C1=O,4,-4,2.1,3,-4,3,-7,-1,-4

# Grouped by structure, the entries above with an aryl methoxy group (3)
SMILES,Fam108B inh,pPAFAH inh,MEX-5 binding,GLD-1 TGE inh,MCL1-BIM inh,Bcl-xL primary,PAFAH1B2 inh,AHR activator,PME-1 inh
COc1ccccc1N1CCN(c2ccc3ccccc3n2)CC1,2,7,0.0,0,-1,-2,3,-5,2
COc1ccc(CCNC(=O)C2CC(=O)N(C3CCCCC3)C2)cc1OC (stereo unspecified),3,-3,1.0,-2,3,1,2,2,2
COc1ccc(OCC(=O)NNC(=O)c2ccccc2OCc2c(C)noc2C)cc1,0,0,-4.6,-3,3,5,-2,-2,-3

# Other records.
SMILES,Fam108B inh,pPAFAH inh,MEX-5 binding,GLD-1 TGE inh,MCL1-BIM inh,Bcl-xL primary,PAFAH1B2 inh,AHR activator,PME-1 inh
FC(F)(F)c1ccc(-c2nnc(-c3ccccn3)c(-c3ccccn3)n2)nc1,1,-1,0.1,-3,-5,2,-1,20,1
CSc1nc(C)c(CCOCc2ccccc2)c(=O)[nH]1,5,2,1.7,1,5,2,2,1,0
O=c1c2ccccc2cnn1Cc1ccc(Cl)c(Cl)c1,-2,3,3.3,2,-13,0,-4,7,-2
NC(=O)N/N=C/c1ccc(N2CCOCC2)s1,1,1,0.1,-50,-80,-35,1,11,4
C=C1CC2C3CC[C@@]4(OCOC45COCO5)[C@@]3(C)C(O)CC2[C@@]2(C)CCC(=O)C=C12 (stereo partly specified),-1,-7,1.0,10,5,3,1,10,3
CC(=O)N1CCN(S(=O)(=O)c2cccc(C(=O)Nc3ccc(C)cn3)c2)CC1,1,-5,-2.1,2,-1,-2,0,0,-5
Cc1c(NS(=O)(=O)c2ccc3c(c2)Cc2ccccc2-3)c(=O)n(-c2ccccc2)n1C,0,-2,-4.7,-7,-3,3,-4,5,-4
CCOC(=O)C1CCCN(C(=O)Cn2cnc3sc(C)c(S(=O)(=O)N4CCOCC4)c3c2=O)C1 (stereo unspecified),-2,-2,2.3,7,-4,2,-1,1,2
C/C(=N\NC(=S)NC1CCCCC1)c1ccc(Cl)c(Cl)c1,1,0,0.5,-3,10,2,1,-2,4
C=CCN1C(=O)C(CC(=O)O)SC1=Nc1c(C)n(C)n(-c2ccccc2)c1=O (stereo unspecified),4,-1,3.1,3,-1,3,7,-2,6
CCn1c(SCC(=O)Nc2ccccc2N2CCOCC2)nnc1-c1ccccc1,1,7,-2.9,0,-12,-6,2,-2,2
CSc1ccccc1NC(=O)C1=COCCO1,0,-2,-3.4,3,-3,1,0,-3,0
CSCCC(NS(=O)(=O)c1ccc(C)cc1)C(=O)N1CCN(C(c2ccccc2)c2ccccc2)CC1 (stereo unspecified),-4,3,-3.6,4,0,6,0,3,-2
COc1ccc(CN(CC(=O)NCCc2ccccc2)C(=O)CCC(=O)Nc2ccccn2)cc1,2,2,0.9,5,-1,1,11,0,6
O=C(N/N=C/c1cccnc1)c1ccccc1OCc1cccc(Br)c1,-2,-5,-1.3,-9,6,4,8,8,2
CC(C)Oc1ccccc1/C=N/NC(=O)c1ccc(F)cc1,-3,3,-0.8,5,4,0,4,7,5
O=S(=O)(Nc1ccc(Oc2ncccn2)c(Cl)c1)c1ccc(F)cc1,-2,3,-0.5,6,3,2,5,0,3
COc1ccc(OC)c(-c2nc(C(N)=O)c3[nH]c(=O)n(-c4ccc(F)cc4)c3n2)c1,-2,2,-1.2,4,-2,3,-3,21,1
Cc1ccc(NC(=O)CCc2ccccc2)cc1S(=O)(=O)N1CCOCC1,nt,-7,nt,0,nt,nt,6,2,nt
O=C(Nc1ccc2c(c1)Cc1ccccc1-2)c1ccccc1F,-2,2,2.3,11,-1,2,-2,2,0
O=c1oc2ccccc2n1CCCCCn1c(=O)oc2ccccc21,-1,7,1.2,1,-4,-1,3,1,8
O=C(CSc1ccc2nnc(-c3ccc(F)cc3)n2n1)N1CCOCC1,5,-2,-1.8,-3,8,1,3,2,0
CC1CCCN(c2nc(N(C)c3ccccc3)nc(N)c2[N+](=O)[O-])C1 (stereo unspecified),0,5,1.2,-4,-6,4,12,5,2
COc1cccc(C2NC(=O)NC(C)=C2C(=O)Nc2cc(OC)ccc2OC)c1 (stereo unspecified),3,2,1.8,5,13,8,-4,5,1
Cc1n[nH]c(=S)n(/N=C/c2cccs2)c1=O,2,0,0.1,7,7,6,6,1,-1
COc1ccc(/C=C/C(=O)OCC(=O)NCC2CCCO2)cc1 (stereo unspecified),2,4,0.0,1,-12,-14,4,3,-2
CC(=O)Nc1ccc(S(=O)(=O)NCCC(=O)OCC(=O)c2ccccc2)cc1,-1,2,2.3,0,-18,-2,-4,6,-7
Cc1n[nH]c(=O)c2c1nnn2Cc1ccc(F)cc1,-4,1,1.2,-5,-2,3,3,1,-1
Cc1nc2nc(SCC(=O)NCCCN3CCCC(C)C3)nn2c(C)c1Cc1ccccc1Cl (stereo unspecified),1,3,-1.1,-1,11,8,6,-2,4
O=C(CCCN1C(=O)c2ccccc2C1=O)Nc1nnc(C2CC2)s1,-1,-1,-1.6,6,-15,-12,-1,0,-4
CC(=O)N=c1c(C#N)cc2c(=O)n3cccc(C)c3nc2n1Cc1ccco1,-5,2,-3.8,11,16,20,nt,5,-4
Cc1c(C(=O)N/N=C/c2ccc(N(C)C)cc2)[nH]c2ccc(Cl)cc12,1,7,-10,-10,-34,-15,3,29,2
O=C(Nc1ccc(S(=O)(=O)N2CCCC2)cc1)c1cccc(OC(F)F)c1,-2,-3,0.5,1,-15,-10,3,0,3
CCn1cnnc1SCC(=O)c1c(N)n(C2CC2)c(=O)[nH]c1=O,nt,0,nt,3,-17,-20,7,2,-1
